Screening data from PubChem.
FLuc modulator = qHTS profiling assay for firefly luciferase inhibitor/activator using purifed enzyme and Km concentrations of substrates (counterscreen for miR-21 project); purified FLuc, Km substrates, luminescence inhibition; Luciferin 4-monooxygenase (Photinus pyralis), P08659; AID 588342, 2011; 6.9% of 360,000 active; Potency, µM (doses to about 57.5 µM), for inactives: top-dose activity change, negative = inhibition, hits mostly inhibitors;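 also: potency is read from the fitted curve at half-maximal effect; plate controls were vehicle for no effect and reference inhibitor for full effect; nearly all actives have a fitted effect of over 55% in size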
Target sequence (P08659 whole entry, looked up): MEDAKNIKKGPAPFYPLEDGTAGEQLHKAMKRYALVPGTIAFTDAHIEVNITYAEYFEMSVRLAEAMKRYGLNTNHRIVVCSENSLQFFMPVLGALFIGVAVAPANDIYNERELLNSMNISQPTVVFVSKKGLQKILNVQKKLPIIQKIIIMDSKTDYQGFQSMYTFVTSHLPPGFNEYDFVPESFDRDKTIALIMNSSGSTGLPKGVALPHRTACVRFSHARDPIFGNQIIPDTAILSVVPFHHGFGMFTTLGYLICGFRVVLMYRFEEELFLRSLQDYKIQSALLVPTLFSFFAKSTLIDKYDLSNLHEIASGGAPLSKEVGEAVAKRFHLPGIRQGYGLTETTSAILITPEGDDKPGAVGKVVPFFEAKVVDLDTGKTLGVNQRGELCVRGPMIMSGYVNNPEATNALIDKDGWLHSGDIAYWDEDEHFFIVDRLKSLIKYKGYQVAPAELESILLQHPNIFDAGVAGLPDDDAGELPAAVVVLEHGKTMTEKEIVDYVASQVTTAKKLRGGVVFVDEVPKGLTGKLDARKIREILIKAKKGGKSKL
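Biochemical qHTS of compounds, final roughly 60 µM downward over six points, against 10 nM purified firefly luciferase using Km concentrations of substrates (10 uM D-luciferin, 10 uM ATP) in Tris acetate pH 7.5 buffer; luminescence output.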
KCNH2 3.1 block = qHTS for Inhibitors of KCHN2 3.1: Mutant qHTS; Potassium voltage-gated channel subfamily H member 2, brain isoform KCNH2 3.1 (human); U2OS KCNH2 3.1, thallium flux FluxOr; stronger effect = lower value; activity change, % (tested at about 1.8 µM); 0.95% of 340,000 active; AID 720553, 2013;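 active = maximum activity change below -70%; inconclusive = maximum activity change from -70% to -50%; inactive = maximum activity change above -50%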;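 also: thallium influx rate constant from kinetic fluorescence after stimulation buffer; % is scaled to controls: 0 for no effect and ±100 for the full control effect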
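U2OS cells transduced with KCNH2 3.1 mutant virus (1.77 x 10^8 /mL, 4 h), plated overnight at 37 C, loaded 45 min with FluxOr dye plus Red40 quencher. Thallium flux rate constant from kinetic reads after stimulation buffer, normalised to controls.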
Menin MLL FP TR = qHTS Assay for Inhibitors Targeting the Menin-MLL Interaction in MLL Related Leukemias: Competition With Texas Red Labeled MLL-derived Mutant Peptide. O00255. Menin + Texas Red MLL mutant peptide, fluorescence polarization. Potency, µM (series often up to 61.6 µM), for the others: at the top dose FP activity change, negative = inhibition, hits mostly inhibitors. 0.23% of 270,000 active. AID 1768, 2009; active = well fitted inhibition curve with a large enough effect in the polarisation, with a control signal flat, not every such curve was filed as active; inconclusive = small, poorly fitted or top-dose-only effect, or effect the other way, or a change in a side signal; inactive = no such curve, though single readings can be large or run the other way; the % refers to the polarisation; also: potency is read from the fitted curve at half-maximal effect; % of control where 0% means no effect; many of its hits are not listed in these tables
Mito fusion act = qHTS Assay for Small Molecule Inhibitors of Mitochondrial Division or Activators of Mitochondrial Fusion | S. cerevisiae fusion-defective mutant growth rescue, CellTiterGlo 48 h | Potency, µM (series often up to 46.1 µM), inactives show at the highest dose growth rescue (activation), hits mostly activators | 0.23% of 320,000 active | AID 485298, 2010;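 also: potency is read from the fitted curve at half-maximal effect; % of control where 0% means no effect; nearly all actives have a fitted effect of over 45% in size; temperature-sensitive fusion mutants such as fzo1-1 at 37 °C on non-fermentable ethanol glycerol medium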
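Growth-rescue viability read-out: after 48 h at the non-permissive 37C in glycerol/ethanol YPEG, yeast mitochondrial fusion mutants are measured by CellTiterGlo luminescence; compounds (23 nl pinned per well) restoring growth score as division inhibitors or fusion activators.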
Rab9 prom act = qHTS Assay for Rab9 Promoter Activators. Potency, µM (doses to about 9.22 µM), for inactives: at the top dose activation, negative = inhibition, most hits filed as activators. 2.8% of 320,000 active. Huh7 Rab9 promoter-luciferase reporter, luminescence, 24 h; also: potency is read from the fitted curve at half-maximal effect; % of control where 0% means no effect; nearly all actives have a fitted effect of over 60% in size
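Cell-based reporter: Huh7 stable for Rab9 promoter-driven luciferase, plated in reduced-serum medium with 10% FBS at 1500 cells/well, compound-treated 24 h at 37 °C, luminescence read after 10 min reagent.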
PKM2 activator = qHTS Assay for Activators of Human Muscle isoform 2 Pyruvate Kinase | Pyruvate kinase PKM (Homo sapiens), P14618 | purified PKM2, Kinase-Glo ATP luminescence, activation; response scale: 0% is enzyme alone, no compound | Potency, µM (top dose mostly 57.5 µM), for inactives: top-dose activation, most hits filed as activators | 0.34% of 260,000 active | AID 1631, 2009; also: potency is read from the fitted curve at half-maximal effect; % is scaled to controls: 0 for no effect and ±100 for the full control effect; nearly all actives have a fitted effect of over 55% in size
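Purified hPK-M2 (>95% pure) converted ADP (0.1 mM final) to ATP with 0.5 mM PEP in 50 mM imidazole pH7.2, KCl, MgCl2, Tween 20, BSA; 1 h at room temperature. ATP detected by Kinase-Glo luminescence.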
MBNL1 CUG block = qHTS Assay for Inhibitors of MBNL1-poly(CUG) RNA binding | Muscleblind-like protein 1 (Homo sapiens), Q9NR56 | TR-FRET MBNL1-His/biotin-(CUG)12 binding, 665/545 ratio | Potency, µM (doses to about 57.5 µM), inactives show at the highest dose activity change, negative = inhibition, actives largely listed as inhibitors | 0.036% of 280,000 active | AID 2675, 2010; active = well fitted inhibition curve with a large enough effect in the signal ratio, with a control signal flat, not every such curve was filed as active; inconclusive = small, poorly fitted or top-dose-only effect, or effect the other way, or a change in a side signal; inactive = no such curve, though single readings can be large or run the other way; the % refers to the signal ratio; also: potency is read from the fitted curve at half-maximal effect; % is scaled to controls: 0 for no effect and ±100 for the full control effect
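Ratiometric TR-FRET (665 over 545 nm, excitation 340 nm) tracks disruption of MBNL1-His/biotin-(CUG)12 complex after 60 min at room temperature, with compounds at 92 nM to 58 uM final.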
Gal4-VP16 FLuc = VP16 counterscreen qHTS for inhibitors of ROR gamma transcriptional activity. Drosophila S2 Gal4-VP16 UAS-luciferase, luminescence, 20 h. Potency, µM (top dose mostly 53.6 µM), for inactives: at the highest dose activity, negative = inhibition, most hits filed as inhibitors. 3.5% of 310,000 active. AID 2546, 2010;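 also: Gal4-VP16 expression switched on by copper sulfate through the metallothionein promoter; potency is read from the fitted curve at half-maximal effect; % is scaled to controls: 0 for no effect and ±100 for the full control effect; nearly all actives have a fitted effect of over 50% in size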
NPC1 prom act = qHTS Assay for NPC1 Promoter Activators; Huh7 NPC1 promoter luciferase reporter, 24 h; Potency, µM (series often up to 9.22 µM), without a hit: at the highest dose activation, most hits filed as activators; 2.4% of 320,000 active; AID 485313, 2010;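 also: potency is read from the fitted curve at half-maximal effect; % of control where 0% means no effect; nearly all actives have a fitted effect of over 60% in size; reporter is driven by a mutant NPC1 promoter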
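Stable NPC1-promoter luciferase Huh7 line; cpd (DMSO) 24 h, 37 °C, 5% CO2; Amplite luciferase reagent 10 min RT; luminescence readout. qHTS format.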
RORg inh = qHTS for inhibitors of ROR gamma transcriptional activity | Nuclear receptor ROR-gamma (Mus musculus), P51450 | Drosophila S2 Gal4-RORgamma UAS-luciferase reporter, 20 h | Potency, µM (top dose mostly 53.6 µM), for inactives: top-dose activity change, negative = inhibition, hits mostly inhibitors | 5.4% of 310,000 active; also: potency is read from the fitted curve at half-maximal effect; % is scaled to controls: 0 for no effect and ±100 for the full control effect; nearly all actives have a fitted effect of over 60% in size
Target sequence (P51450 whole entry, looked up, the tested form may be a part): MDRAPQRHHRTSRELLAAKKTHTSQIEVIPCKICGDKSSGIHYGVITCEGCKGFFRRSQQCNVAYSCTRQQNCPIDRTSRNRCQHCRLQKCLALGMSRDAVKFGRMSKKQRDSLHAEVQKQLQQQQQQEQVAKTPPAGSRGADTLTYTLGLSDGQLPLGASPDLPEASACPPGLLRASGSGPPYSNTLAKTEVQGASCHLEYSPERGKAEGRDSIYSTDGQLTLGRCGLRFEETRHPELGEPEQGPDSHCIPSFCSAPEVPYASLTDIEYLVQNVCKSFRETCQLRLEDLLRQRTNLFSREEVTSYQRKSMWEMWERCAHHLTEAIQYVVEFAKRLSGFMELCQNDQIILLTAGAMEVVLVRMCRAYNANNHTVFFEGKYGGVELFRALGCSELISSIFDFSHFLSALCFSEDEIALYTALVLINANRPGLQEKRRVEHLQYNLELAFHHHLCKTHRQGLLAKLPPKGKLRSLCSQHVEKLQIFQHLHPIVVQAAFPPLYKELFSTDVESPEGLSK
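Using a luciferase readout, inhibitors were identified by reduced reporter activity in Drosophila cells coexpressing a copper-inducible Gal4–ROR gamma fusion and UAS-driven Photinus luciferase, incubated 20 hr after 700 uM copper sulfate.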
ELG1 DNA repair = qHTS screen for small molecules that inhibit ELG1-dependent DNA repair in human embryonic kidney (HEK293T) cells expressing luciferase-tagged ELG1; AID 504467, 2011; HEK293T ELG1-luciferase reporter, luminescence, 16 h; DNA damage induced by 5-fluorouridine; 2.3% of 330,000 active; Potency, µM (highest dose often 46.1 µM), for the others: at the top dose activity change, negative = inhibition, hits mostly inhibitors; also: potency is read from the fitted curve at half-maximal effect; % is scaled to controls: 0 for no effect and ±100 for the full control effect; nearly all actives have a fitted effect of over 55% in size
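In this reporter screen, reduction of luminescence relative to DMSO vehicle indicated activity. Compounds and 5-fluorouridine were added together to 2,000 cells per well, incubated for 16 hr at 37 °C, then developed with ONE-Glo.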
* hit, by the source's call; ? = inconclusive; . = no result given; & = joins results of further samples; [ ] = another dose, or the depositor's remark. Unless noted, calls follow the shape of the dose curve; as a rule, active = well fitted curve in the direction sought with a large enough effect; inconclusive = small, poorly fitted or top-dose-only effect, or another doubt; inactive = no such curve, though single readings can be large; an effect the other way counts as inactive or inconclusive. The list is partial; rates above refer to the full screens.

| Structure | Rab9 prom act | Menin MLL FP TR | FLuc modulator | Gal4-VP16 FLuc | Mito fusion act | MBNL1 CUG block | RORg inh | PKM2 activator | ELG1 DNA repair | KCNH2 3.1 block | NPC1 prom act |
| --- | --- | --- | --- | --- | --- | --- | --- | --- | --- | --- | --- |
| CCOC(=O)c1cccc(NC(=O)CSc2nnc(-c3cccnc3)n2CC)c1 | -7% | -6% | 2% | -1% | 0% | -6% | -41% | -6% | -25% | -12 | 0% |
| COc1ccc(CNC(=O)/C=C/c2ccc(S(=O)(=O)NCc3ccco3)cc2)cc1OC | -1% | 11% | 1% | -1% | -2% | . | ? | -4% | ? | -7 | -3% |
| O=C(Cc1ccc(Cl)cc1)N/N=C1\CCCc2ccccc21 | -6% | -22% | -3% | ? | 2% | 0% | ? | 14% | -4% | -31 | -6% |
| CCCOC(=O)Cc1n[nH]c(=O)[nH]c1=O | -9% | 14% | 4% | 4% | -7% | -2% | -6% | -9% | -5% | -1 | -2% |
| Cn1ncc(Cl)c1C(=O)NNC(=O)Nc1cccc2ccccc12 | -2% | . | -2% | -7% | 0% | 13% | 26% | . | 1% | 1 | -4% |
| COc1cc2cc(C(=O)O)n(C)c2c(OC)c1OC | -7% | 0% | 4% | 9% | 0% | 3% | 0% | -10% | 1% | -15 | 1% |
| CCCN(Cc1nnc(-c2ccccc2Cl)o1)C(=O)c1ccc(C)c(S(=O)(=O)N2CCOCC2)c1 | -1% | . | -6% | . | 7% | . | . | . | -18% | -5 | 6% |
| O=C1C=C(c2ccccc2C(F)(F)F)C[C@@H](c2ccc3c(c2)OCO3)C1 | 0% | . | 4% | . | 30% | . | . | . | ? | 15 | 0% |
| Nc1ccc(S(=O)(=O)c2cccc(N)c2)cc1 | -2% | -14% | 1% | 4%[0.365 µM] | -2% | ? | -1% | 26% | 26% | 0 | -1% |
| COCCNCC(=O)C12CC3CC(CC(C3)C1)C2 | -3% | 17% | 9% | 7% | 3% | -3% | 2% | -3% | 5% | 7 | 0% |
| Cc1cc(C)nc(NC(=O)NC(=O)c2ccccc2)n1 | -1% | . | 2% | -1% | 5% | -3% | -31% | 2% | -3% | 2 | -2% |
| Nc1ccccc1Oc1ccc2ccccc2c1 | 15% | 26% | ? | 13% | 5% | -5% | 21% | -4% | ? | 10 | 16% |
| Cc1nn2c(NCc3ccccn3)cc(C(C)(C)C)nc2c1-c1ccccc1 | -29% | . | 0% | 2.2µM* | -24% | -3% | 0.25µM* | -4% | ? | -6 | -23% |
| CCC(=O)N1CCN(c2ccc(NC(=O)c3cc4ccccc4o3)cc2)CC1 | -2% | 10% | ? | 7% | 6% | 2% | ? | -2% | ? | 2 | 1% |
| Cn1c(=O)c2c3c(sc2n2c(SCC(N)=O)nnc12)CC(C(C)(C)C)CC3 (stereo not given) | -4% | -9% | ? | -11% | -2% | 0% | -29% | -2% | 23µM* | 4 | -3% |
| CC(C)CC(=O)Nc1nnc(S(=O)(=O)Nc2ccccc2)s1 | -2% | -11% | -1% | -12% | -11% | -23% | 7% | . | 10% | 4 | -11% |
| COc1ccc(C2C(C#N)=C(N)OC3=C2C(=O)CC(C)(C)C3)cc1Cn1nc(C)c([N+](=O)[O-])c1C (stereo not given) | 2% | 13% | 0% | -2% | 4% | 5% | 30% | 4% | 17% | 3 | 1% |
| O=C(C1COc2ccccc2O1)N1CCN(c2ccccc2F)CC1 (stereo not given) | 3% | -3% | 2% | ? | -2% | 1% | 42% | 6% | -21% | 6 | -1% |
| CC1=C(C(=O)OCc2ccccc2)C(c2ccc(Cl)cc2Cl)NC(=O)N1CCCC(=O)O (stereo not given) | -3% | -11% | -3% | ? | -3% | ? | ? | 1% | 4% | -25 | -3% |
| COCCn1c(SCC(=O)NC2CCCC(C)C2C)nc2ccccc2c1=O (stereo not given) | -4% | . | 8% | . | 7% | . | . | . | -1% | -7 | -3% |
| CCOc1ccc(NC(=O)CN2C(=O)COc3ccc(Cl)cc32)cc1 | 2% | 5%[11.7 µM] | -1% | -2% | 0% | -1% | -11% | -10% | 1% | 9 | -1% |
| COc1ccc2nc3oc(C(=O)N4CCC(C(N)=O)CC4)cc3cc2c1 | 19% | . | -27% | -6% | 1% | ? | 11% | -13% | ? | 3 | 21% |
| CCC1(C)Cc2c(sc3nc(SCC(=O)c4ccccc4)[nH]c(=O)c23)CO1 (stereo not given) | -4% | . | 1% | -12% | 1% | -3% | 20% | 1% | ? | 10 | -1% |
| O=C(CCC1CCCN(C(=O)c2cc(C3CC3)[nH]n2)C1)N1CCN(c2ccccn2)CC1 (stereo not given) | -7% | ? | -1% | 0% | -2% | ? | -2% | ? | ? | 2 | -2% |
| Nc1ccc(C(=O)OCc2nc3ccccc3[nH]2)cc1 | 0% | 3% | -3% | 7% | -10% | 10% | 23% | -3% | -4% | . | 2% |
| Cc1cc(C(=O)N/N=C/c2ccco2)c2ccccc2n1 | -5% | 2% | 1% | -11% | -5% | 11% | -3% | 1% | -27% | 6 | -1% |
| CCn1ncc(CNC(=O)c2cccc([N+](=O)[O-])c2)c1C | 2% | -2% | 6% | -8% | -3% | ? | 10% | 1% | 0% | . | -1% |
| Cc1c(Br)c(=O)[nH]c(=O)n1COCc1ccccc1 | -1% | -27% | 3% | -2% | 1% | -11% | 0% | 9% | 3% | 5 | -3% |
| CC(=O)C1=C(c2cccc([N+](=O)[O-])c2)N(C(C)=O)n2c(C)nnc2S1 | 2% | 13% | 0% | ? | -13% | ? | 5µM* | ? | ? | 1 | -4% |
| CCn1c(=O)c2cc(C(=O)NCCCOC)sc2c2ccccc21 | -2% | -23% | -9%&-12% | -1% | -5% | ? | 2% | . | ? | 10 | -16% |
| COC(=O)c1[nH]c2cccc(C)c2c1NC(=O)CN1CCCc2ccccc21 | -6% | 13% | 1% | -12% | 13% | -5% | -2% | 2% | 18µM* | 14 | -1% |
| Cc1ccc(C(=O)NCc2ccc3c(c2)OCO3)cc1Cl | 16% | 10% | -20% | 2% | 24% | -7% | 33% | 4%[11.5 µM] | 23% | -2 | 14% |
| Cc1nnsc1C(=O)NC1CCCc2c1cnn2-c1ccc(C(C)(C)C)cc1 (stereo not given) | -39%[inhibitor] | -7% | ? | 6.3µM* | -28% | 0% | -37% | 5% | 2% | -13 | -44%[inhibitor] |
| O=C(Nc1ccc(-c2nc3ncccc3o2)cc1)c1ccc([N+](=O)[O-])o1 | -40%[inhibitor] | 24% | 5% | ? | -23% | ? | -38% | -7% | 9% | -18 | -2% |
| Cc1ccc(C(=O)OCC(=O)Nc2c(C)n(C)n(-c3ccccc3)c2=O)cc1[N+](=O)[O-] | 1% | 4% | 1% | -5% | 5% | ? | 0% | -1% | 13% | -6 | -4% |
| CC(=O)Nc1ccc(N/C=C/C(=O)c2ccccc2)cc1 | 2.8µM* | 0% | 4.8µM* | -1% | -2% | ? | 11% | 0% | ? | -6 | 1.6µM* |
| Cc1cc(C)cc(NS(=O)(=O)c2c(C(=O)N3CCCCCC3)c(C)n(C)c2C)c1 | 3% | -9% | -3% | -9% | 18% | -7% | 27% | . | 0% | 2 | 0% |
